# PME-1 primary – blocks human protein phosphatase methylesterase 1. inhibition, % at 5.9 µM. recombinant PME-1, FP-Rh probe fluorescence polarization. hit rate 0.53% among 320,000. Q9Y570;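 active = inhibition above the campaign mean of all compounds plus 3 SD, cut at about 26% in these data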;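 also: competitive labeling of PME-1 active site by serine hydrolase directed probe; 0% = PME-1 with DMSO and 100% = wells lacking PME-1 enzyme; inhibitors block probe labeling so polarization falls and inhibition rises; many of its hits are not listed in these tables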
# Target sequence (Q9Y570 whole entry, looked up): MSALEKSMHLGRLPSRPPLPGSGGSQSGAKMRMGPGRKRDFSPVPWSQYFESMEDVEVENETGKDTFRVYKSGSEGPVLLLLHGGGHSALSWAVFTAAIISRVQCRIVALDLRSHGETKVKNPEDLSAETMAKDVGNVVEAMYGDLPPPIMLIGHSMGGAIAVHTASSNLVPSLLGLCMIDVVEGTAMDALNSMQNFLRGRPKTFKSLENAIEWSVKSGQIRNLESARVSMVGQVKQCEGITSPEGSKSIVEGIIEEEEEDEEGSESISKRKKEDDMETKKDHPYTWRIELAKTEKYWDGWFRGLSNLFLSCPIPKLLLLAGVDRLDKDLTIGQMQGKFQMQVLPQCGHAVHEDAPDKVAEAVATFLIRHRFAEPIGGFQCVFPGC
# PAFAH1B3 FP inh – blocks human PAF acetylhydrolase 1B catalytic subunit 3. inhibition, % at 3.39 µM. recombinant PAFAH1B3, FP-rhodamine probe, fluorescence polarization. hit rate 0.28% among 340,000. AID 492972. Q15102;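 active = inhibition above the screen-wide average of all tested compounds plus 3 SD, cut at about 25% in these data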;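 also: 0% = enzyme with DMSO only and 100% = wells lacking PAFAH1B3 protein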
# Target sequence (Q15102 whole entry, looked up): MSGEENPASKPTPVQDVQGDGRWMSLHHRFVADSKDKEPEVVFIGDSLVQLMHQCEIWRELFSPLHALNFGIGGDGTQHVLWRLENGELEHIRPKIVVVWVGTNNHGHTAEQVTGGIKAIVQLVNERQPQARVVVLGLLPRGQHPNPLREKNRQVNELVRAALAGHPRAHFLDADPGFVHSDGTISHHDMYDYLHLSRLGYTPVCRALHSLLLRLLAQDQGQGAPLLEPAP
# PAFAH2 FP inh – PAFAH2 (human) inhibition. Q99487. AID 492956. inhibition, % at 3.39 µM. recombinant PAFAH2, FP-rhodamine activity probe, fluorescence polarization. hit rate 0.99% among 340,000;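 active = inhibition above the mean over all tested compounds plus 3 SD, cut at about 30% in these data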;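 also: inhibitors block probe labeling of enzyme so polarization drops; 0% = enzyme with DMSO and 100% = wells lacking PAFAH2 protein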
# Fam108B counter – counter-screen for RBBP9 inhibitors: inhibitors of mouse Fam108B. recombinant Fam108B, FP-Rh probe fluorescence polarization. inhibition, % at 9.51 µM. hit rate 0.33% among 300,000;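 active = inhibition above the screen mean inhibition plus 3 SD, computed separately per campaign, cut at about 18% in these data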;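 also: inhibitors lower polarization as less probe binds the enzyme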
# pPAFAH inh – pPAFAH (human) enzyme inhibition. Q13093. recombinant pPAFAH, FP-rhodamine probe fluorescence polarization. inhibition, % at 3.39 µM. hit rate 1.5% among 330,000;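 active = inhibition above the mean inhibition across the screen plus 3 SD, cut at about 25% in these data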;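 also: inhibitors block binding of the rhodamine activity-based probe so polarization drops; 0% = enzyme with DMSO and 100% = wells lacking pPAFAH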
# Target sequence (Q13093 whole entry, looked up): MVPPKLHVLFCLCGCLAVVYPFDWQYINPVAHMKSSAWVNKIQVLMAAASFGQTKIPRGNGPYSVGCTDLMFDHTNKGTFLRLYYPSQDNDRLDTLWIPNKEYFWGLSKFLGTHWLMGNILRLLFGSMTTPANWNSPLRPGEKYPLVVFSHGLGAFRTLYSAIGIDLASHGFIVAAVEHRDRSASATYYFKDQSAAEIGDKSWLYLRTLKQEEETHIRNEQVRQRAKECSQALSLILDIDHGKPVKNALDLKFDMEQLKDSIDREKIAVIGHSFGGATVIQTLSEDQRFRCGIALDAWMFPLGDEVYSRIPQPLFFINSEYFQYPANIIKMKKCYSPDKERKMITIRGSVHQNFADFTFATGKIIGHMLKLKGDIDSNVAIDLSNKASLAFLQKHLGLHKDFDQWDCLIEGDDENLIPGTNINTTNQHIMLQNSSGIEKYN
# LYPLA1 inh – LYPLA1 (human) inhibition in PME1 counter-screen; O75608; recombinant LYPLA1, FP-Rh probe fluorescence polarization; inhibition, % at 5.9 µM; hit rate 0.16% among 320,000;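 active = inhibition above the mean of all tested compounds plus 3 SD, set per campaign, cut at about 14% in these data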;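 also: inhibitors block serine hydrolase probe labeling of LYPLA1 so polarization falls; 0% = enzyme with DMSO and 100% = wells lacking LYPLA1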
# PAFAH1B2 FP inh – inhibitors of human PAFAH1B2; P68402; recombinant PAFAH1B2, FP-rhodamine activity probe, fluorescence polarization; inhibition, % at 3.39 µM; hit rate 1.2% among 340,000;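 active = inhibition above the mean of all tested compounds plus 3 SD, cut at about 24% in these data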;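 also: 0% = enzyme with DMSO and 100% = wells lacking PAFAH1B2; many of its hits are not listed in these tables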
# PAD4 inh – PAD4 (human) enzyme inhibition | hit rate 0.41% among 330,000 | Q9UM07 | recombinant PAD4, RCA probe fluorescence polarization | inhibition, % at 6.36 µM;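 active = percent inhibition above a cutoff equal to the mean of all tested compounds plus 3 SD, cut at about 15% in these data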;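 also: 0% = PAD4 with RCA probe and DMSO and 100% = probe without PAD4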
# GSTO1 inh – blocks human GSTO1 in RBBP9 counter-screen; P78417; recombinant GSTO1, activity-based probe fluorescence polarization; inhibition, % at 5.96 µM; hit rate 1.1% among 300,000; AID 1974;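 active = inhibition above the campaign mean inhibition plus 3 SD, cut at about 35% in these data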;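 also: 0% = GSTO1-1 with DMSO and 100% = wells lacking GSTO1-1 enzyme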
# Starred values were filed as active, the others as inactive; / = not tested or not shown. An excerpt; rates above refer to the full screens.
SMILES,PME-1 primary,PAFAH1B3 FP inh,PAFAH2 FP inh,Fam108B counter,pPAFAH inh,LYPLA1 inh,PAFAH1B2 FP inh,PAD4 inh,GSTO1 inh
CN(CC(=O)Nc1cccc2c1CCCC2)S(=O)(=O)c1ccc(Br)cc1,-3,1,-10,-3,1,2,14,-2,12
O=C(O)CCn1c(SCc2ccccc2)nc2ccccc21,-1,2,4,2,4,0,0,-1,0
O=C(CC(C(=O)O)N1CCOCC1)Nc1ccc(Cl)cc1 (stereo not drawn),1,-1,1,1,2,0,3,-1,1
CCN(CC(=O)Nc1cc(S(=O)(=O)N2CCOCC2)ccc1Cl)Cc1ccccc1,5,7,8,/,12,-1,-1,5,/
OCC[C@H]1C[C@@H](O)[C@H](O)[C@@]2(Cc3ccccc3O2)O1,-4,-4,1,-9,-3,-1,4,-8,3
CCOc1ccc(OCCSc2nc3ccccc3[nH]2)cc1,-8,12,0,-4,-3,1,4,-1,-1
CCOc1cccc(N2C(=O)CC(N(CCc3ccc(OC)c(OC)c3)C(=O)CC)C2=O)c1 (stereo not drawn),4,6,-9,3,-4,0,0,-3,2
COc1ccc(OC)c(N=C2C(=O)Nc3ccccc32)c1,2,2,-6,0,2,3,2,-4,3
O=C(COC(=O)C1CC1)Nc1ccc(Cl)cn1,0,1,31*,/,4,-1,5,3,/
COC(=O)c1ccc(-n2c(C)cc(-c3csc(NC(=O)c4ccc(S(=O)(=O)N(C)C)cc4)n3)c2C)cc1,2,2,-15,1,8,-6,-3,-4,1
CCOc1ccc(NC(=O)c2ccc(OCC3CCCO3)cc2)cc1S(=O)(=O)N(CC)CC (stereo not drawn),7,6,0,/,-2,-3,1,1,/
Brc1ccc(-c2ccc(/C=N/Nc3nc4ccccc4[nH]3)o2)cc1,-8,7,0,10,5,-9,2,1,-9
O=C(Nc1ccc(Br)cc1)c1ccc(-n2cnnn2)cc1,-2,6,-6,-2,-2,2,-2,0,3
O=C(Nc1cccc(Br)c1)c1cc(S(=O)(=O)N2CCOCC2)cs1,-6,-2,-9,-3,5,-11,1,-3,1
COc1ccc(N2CCN(C(=O)c3cccc(Br)c3)CC2)c([N+](=O)[O-])c1,6,8,6,-6,4,2,0,-4,12
O=c1cc(O)n(-c2ccccc2)c(=S)[nH]1,-4,-9,-1,-1,-6,0,3,-4,-9
N#CC1=C(S)N(c2ccccc2)C(c2cccs2)NC1=O (stereo not drawn),7,7,-6,1,2,-2,9,5,-4
Cc1nnc(SC/C=C/c2ccccc2)n(N)c1=O,6,-3,6,0,0,0,1,-5,3
CCOc1ccc(OCCOCCN2CCCC2)cc1,-1,1,-1,-3,2,0,1,-3,0
O=C(NCC(c1ccco1)N1CCc2ccccc2C1)C(=O)Nc1ccccc1 (stereo not drawn),-2,-1,-3,1,-1,-1,-4,0,-6
COc1cc(/C=N/n2cnnc2)ccc1Oc1nc(Cl)ncc1F,-2,13,-1,-2,-1,-1,1,-3,3
Cc1noc(C)c1COC(=O)CCOc1ccccc1,-10,0,4,-1,-8,-4,6,-12,6
CC(=O)c1ccc(OCc2cc(C(=O)N(C)CCOc3ccc(C)cc3)no2)cc1,1,-8,0,1,-1,20*,0,5,-2
O=C(Nc1ccc2c(c1)OCCO2)C1CCCN1C(=O)Nc1ccc(F)cc1 (stereo not drawn),-2,9,-1,2,-1,5,2,-5,2
O=C(Cn1ccc(C(F)(F)F)n1)N/N=C/c1ccc(N2CCOCC2)cc1,-6,4,7,2,7,0,1,0,-3
SMILES,PME-1 primary,PAFAH1B3 FP inh,PAFAH2 FP inh,Fam108B counter,pPAFAH inh,LYPLA1 inh,PAFAH1B2 FP inh,PAD4 inh,GSTO1 inh
CC1CCN(c2ccc(/C=N/n3nnnc3N)cc2[N+](=O)[O-])CC1,1,3,2,-1,1,-1,4,0,1
O=S(=O)(c1ccc2c(c1)OCCCO2)N1CCNCC1,-3,-1,5,2,5,1,6,-2,3
Cc1ccccc1C(=O)Nc1nc(=S)ss1,3,7,-1,0,2,0,1,2,-9
COc1ccc(-c2nnc3sc(CN4C(=O)c5ccccc5C4=O)nn23)cc1,1,6,2,-2,-5,-3,-1,-5,2
Cc1cccc(C(=O)OCC(=O)NC(C)CCc2ccccc2)c1O (stereo not drawn),-7,8,3,-5,5,3,1,0,-4
CSc1cccc(NC(=S)N(Cc2ccc(C)cc2)Cc2ccccn2)c1,2,8,6,-3,4,-2,0,0,-1
CCNC(=O)NC(=O)C(C)OC(=O)CCS(=O)(=O)c1ccc(C)cc1 (stereo not drawn),1,-1,3,-5,5,2,1,0,15
O=C(c1cccc(C(F)(F)F)c1)N1CCN(C2CCCCC2)CC1,-3,-3,1,1,7,2,2,2,-3
O=C(O)C1Cc2ccccc2CN1C(=O)c1ccccc1 (stereo not drawn),-2,4,-2,2,8,3,1,-5,7
Cc1cc(=O)oc2cc(OC(C)C(=O)NCC3CCC(C(=O)O)CC3)c(Cl)cc12 (stereo not drawn),-1,3,-1,-2,5,0,0,0,-2
O=C(Nc1ccccc1)N1CCC(c2ccccc2)C1 (stereo not drawn),-5,9,5,1,5,2,3,2,-3
CC(=O)Nc1ccc(C(=O)N/C(=C/c2ccccc2)C(=O)Nc2cccc(C(=O)O)c2)cc1,-5,8,7,2,3,-4,9,0,5
O=C(CSc1nnc(-c2ccccc2O)o1)Oc1ccc(OCc2ccccc2)cc1,4,-2,-2,0,8,1,0,-3,2
CC(=O)NCCNC(=O)c1cc(-c2cccc3ccccc23)nc2ccccc12,5,3,2,-3,-3,-3,-3,-5,1
CCc1nnc(NC(=O)C2(C)COC(c3ccccc3)OC2)s1 (stereo not drawn),7,4,1,2,2,3,4,-17,1
CC(C)CN(C(=O)CSc1nnc2ccccn12)C1CCS(=O)(=O)C1 (stereo not drawn),0,-2,3,/,2,-1,5,7,/
COc1ccc(CNC(=O)C(C)NCc2ccc(S(N)(=O)=O)cc2)cc1 (stereo not drawn),-3,8,2,0,-3,1,4,-2,4
CN(C)C(=O)c1cc2cc(Br)ccc2s1,10,-2,2,3,4,-1,-1,-1,4
CCOC(=O)C1=CC[C@H]2c3c(c4ccccc4n3C)C[C@H]1N2C,-4,9,0,/,-3,-2,-4,-5,/
Cc1ccc(Nc2nnc(SCC(=O)Nc3ccc(S(=O)(=O)N4CCOCC4)cc3)s2)cc1,24,10,2,15,11,-9,2,-5,0
COc1cc(C(=O)NC(C)C2CC3CCC2C3)cc(OC)c1OC (stereo not drawn),0,11,5,-1,10,0,11,7,-8
CCOC(=O)c1nn(-c2ccccc2C)c2nc(-c3ccc(Cl)cc3)c(C#N)c(=O)n12,-5,4,-7,-4,-1,-3,-2,1,-2
CC(=O)N1CCN(C(=O)/C(C#N)=C/c2ccc3c(c2)OCO3)CC1,-4,-1,-10,-1,-4,-4,2,2,6
Cn1c(NC(=O)c2ccco2)c(-c2ccc(Cl)cc2)c(=O)c2ccccc21,-1,8,1,-3,5,-4,-2,-1,1
Cc1ccc(C(NC(=O)N2CCOCC2)C(Cl)Cl)cc1F (stereo not drawn),1,5,0,2,3,0,0,-5,1

# Arranged by SMILES length (high to low): part of the list above
SMILES,PME-1 primary,PAFAH1B3 FP inh,PAFAH2 FP inh,Fam108B counter,pPAFAH inh,LYPLA1 inh,PAFAH1B2 FP inh,PAD4 inh,GSTO1 inh
CCOC(=O)c1nn(-c2ccccc2C)c2nc(-c3ccc(Cl)cc3)c(C#N)c(=O)n12,-5,4,-7,-4,-1,-3,-2,1,-2
Cc1ccc(Nc2nnc(SCC(=O)Nc3ccc(S(=O)(=O)N4CCOCC4)cc3)s2)cc1,24,10,2,15,11,-9,2,-5,0
Cc1cc(=O)oc2cc(OC(C)C(=O)NCC3CCC(C(=O)O)CC3)c(Cl)cc12 (stereo not drawn),-1,3,-1,-2,5,0,0,0,-2
Cn1c(NC(=O)c2ccco2)c(-c2ccc(Cl)cc2)c(=O)c2ccccc21,-1,8,1,-3,5,-4,-2,-1,1
O=C(CSc1nnc(-c2ccccc2O)o1)Oc1ccc(OCc2ccccc2)cc1,4,-2,-2,0,8,1,0,-3,2
CC1CCN(c2ccc(/C=N/n3nnnc3N)cc2[N+](=O)[O-])CC1,1,3,2,-1,1,-1,4,0,1
COc1ccc(CNC(=O)C(C)NCc2ccc(S(N)(=O)=O)cc2)cc1 (stereo not drawn),-3,8,2,0,-3,1,4,-2,4
CC(C)CN(C(=O)CSc1nnc2ccccn12)C1CCS(=O)(=O)C1 (stereo not drawn),0,-2,3,/,2,-1,5,7,/
COc1cc(C(=O)NC(C)C2CC3CCC2C3)cc(OC)c1OC (stereo not drawn),0,11,5,-1,10,0,11,7,-8
Cc1ccc(C(NC(=O)N2CCOCC2)C(Cl)Cl)cc1F (stereo not drawn),1,5,0,2,3,0,0,-5,1
O=S(=O)(c1ccc2c(c1)OCCCO2)N1CCNCC1,-3,-1,5,2,5,1,6,-2,3
O=C(Nc1ccccc1)N1CCC(c2ccccc2)C1 (stereo not drawn),-5,9,5,1,5,2,3,2,-3
CN(C)C(=O)c1cc2cc(Br)ccc2s1,10,-2,2,3,4,-1,-1,-1,4

# Remaining list, next part.
SMILES,PME-1 primary,PAFAH1B3 FP inh,PAFAH2 FP inh,Fam108B counter,pPAFAH inh,LYPLA1 inh,PAFAH1B2 FP inh,PAD4 inh,GSTO1 inh
CCc1ccc(Nc2nnc(SCC(=O)NC(=O)CN3CCCC3=O)s2)cc1,6,4,5,/,5,1,5,-6,/
O=C(CSc1nnc(-c2ccccc2)n1Cc1ccccc1)NNC(=O)c1ccccc1O,-7,6,2,0,7,-1,2,-3,-1
Cc1cccc(NC(=O)CCS(=O)(=O)c2ccccc2)c1,6,5,2,-4,3,0,1,-5,9
N#Cc1ccc(OCCN2C(=O)NC3(CCSC3)C2=O)cc1 (stereo not drawn),-1,-1,13,-1,2,-2,0,-1,4
O=C(Nn1cnc2ccccc2c1=O)c1ccc(F)cc1Cl,3,8,-5,-1,4,-1,5,-2,2
CCN(CC)S(=O)(=O)c1ccc2oc(Nc3ccc(OC)cc3)nc2c1,10,2,20,2,9,-3,2,1,2
N/C(=N\OC(=O)c1cccc(Cl)c1)c1ccncc1,-2,0,11,-1,-6,-3,1,-2,0
CN(C)[C@@H]1CCC[C@H]1OC(=O)C(c1ccccc1)c1ccccc1,-10,3,-11,-6,-3,0,1,0,0
CN(C)c1ccc(NS(=O)(=O)c2ccc(Cl)cc2)cc1,2,-1,4,9,7,2,17,1,10
Cc1ccc(C)c(-c2csc(N)c2C(=O)OC(C)C)c1,2,9,9,5,-3,-3,-5,2,14
O=C(NC(=S)Nc1cccc2[nH]ncc12)c1ccccc1,-1,-3,-3,4,5,-1,2,-7,11
COc1ccc(CNc2ccc3cn[nH]c3c2)c(OC)c1OC,7,17,1,3,2,1,3,-9,33
Nc1ccc(S(=O)(=O)NNC(=O)C(=O)NNc2ccccc2)cc1,5,2,0,0,6,-1,2,-1,10

# High-throughput results from PubChem BioAssay.
